Assay outcomes (PubChem BioAssay)
RGS8-Gao reg – human RGS8-Galphao interaction regulation; P09471; multiplexed bead flow cytometry, RGS8-Galphao binding; actives lie on both sides; response (percent of control binding), % at 10 µM; 220,000 tested, 0.34% active; AID 1423; in the data active means response below about 60% or above about 140%; inactive means in between;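 further: Galphao activated as the GDP aluminium fluoride complex binding bead-coupled RGS8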
Mcl1 Noxa PPI – disrupts binding of human Mcl-1 to Noxa peptide; inhibition, % at 21.7 µM; Q07820; 220,000 tested, 1.5% active; TR-FRET Mcl-1/Noxa peptide binding, 2 h; AID 1022;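 active means compounds that cut the protein-peptide binding signal by more than 50% relative to plate controls in a single-dose test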;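 further: His-tagged Mcl-1 with rhodamine Noxa BH3 peptide and terbium anti-His antibody; 0% = Mcl-1 plus Noxa peptide wells and 100% = peptide-only wells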
Target sequence (Q07820 whole entry, looked up): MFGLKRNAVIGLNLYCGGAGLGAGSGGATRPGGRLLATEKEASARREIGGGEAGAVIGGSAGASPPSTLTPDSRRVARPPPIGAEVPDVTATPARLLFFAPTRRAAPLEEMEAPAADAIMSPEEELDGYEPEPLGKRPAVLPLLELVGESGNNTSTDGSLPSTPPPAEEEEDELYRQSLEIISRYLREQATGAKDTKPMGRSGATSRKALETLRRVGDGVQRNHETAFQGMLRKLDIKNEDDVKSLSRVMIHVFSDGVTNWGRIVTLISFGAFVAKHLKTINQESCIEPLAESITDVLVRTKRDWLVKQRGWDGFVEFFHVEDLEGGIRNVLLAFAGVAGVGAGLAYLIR
RGS4-Gao reg – modulates binding of RGS4 to human Galphao; AID 1415; binding response (% of control), % at 10 µM; Multiplexed bead flow cytometry; actives lie on both sides; 220,000 tested, 0.33% active; in the data active means binding response below about 49% or above about 150%; inactive means in between;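 further: fluorescent Galphao activated with aluminum fluoride binding bead-coupled RGS4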
Mcl1-Bid inh – Mcl-1/Bid interaction inhibition. TR-FRET Mcl-1/Bid-Dy647 peptide binding, 1536-well. inhibition, % at 21.7 µM. 220,000 tested, 0.97% active;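 active means compounds that cut the binding signal by more than half at the single screening dose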;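 further: His-tagged Mcl-1 with europium anti-His antibody binding Bid BH3 peptide; 0% = Mcl-1 plus peptide wells and 100% = peptide-only wells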
Bim-Bfl-1 – disrupts Bim binding to human Bfl-1; 190,000 tested, 0.12% active; Bead-based flow cytometry, Bim-Bfl-1 binding inhibition; Q16548; inhibition, % at 10 µM;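 further: 0% = wells without compound plus tracer and 100% = blocker peptide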
Mcl-1 Bim block – disrupts Bim peptide binding to human Mcl-1; Q07820; Bead-based flow cytometry, Bim peptide-Mcl-1 binding; inhibition, % at 10 µM; 190,000 tested, 0.1% active;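 further: 0% = no compound tracer wells and 100% = peptide blocker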
Bcl-W Bim block – inhibitors of Bim-Bcl-W interaction, human; Q92843; bead-based flow cytometry, Bim peptide-Bcl-W binding; inhibition, % at 10 µM; 190,000 tested, 0.02% active; AID 952;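 further: 0% = bound tracer without compound and 100% = peptide blocker; higher means less fluorescent Bim peptide bound to Bcl-W beads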
Target sequence (Q92843 whole entry, looked up): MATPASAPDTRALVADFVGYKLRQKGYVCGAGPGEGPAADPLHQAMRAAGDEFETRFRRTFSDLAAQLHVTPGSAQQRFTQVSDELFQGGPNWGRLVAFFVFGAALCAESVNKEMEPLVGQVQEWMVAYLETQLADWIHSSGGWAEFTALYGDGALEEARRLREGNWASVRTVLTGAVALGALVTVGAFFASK
Bim-Bcl-XL – human Bim-Bcl-XL interaction inhibition; 190,000 tested, 0.04% active; AID 1007; Bim peptide-Bcl-XL binding, bead flow cytometry, fluorescence; inhibition, % at 10 µM
Bim-Bcl-2 – disrupts Bim peptide binding to human Bcl-2; 190,000 tested, 0.06% active; AID 950; inhibition, % at 10 µM; P10415; Bead-based flow cytometry, Bim peptide-Bcl-2 binding; in the data active means inhibition above about 40%; inconclusive means no clear call, values can overlap the other calls;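 further: 0% = no compound wells with probe peptide and 100% = reference peptide inhibitor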
Target sequence (P10415 whole entry, looked up): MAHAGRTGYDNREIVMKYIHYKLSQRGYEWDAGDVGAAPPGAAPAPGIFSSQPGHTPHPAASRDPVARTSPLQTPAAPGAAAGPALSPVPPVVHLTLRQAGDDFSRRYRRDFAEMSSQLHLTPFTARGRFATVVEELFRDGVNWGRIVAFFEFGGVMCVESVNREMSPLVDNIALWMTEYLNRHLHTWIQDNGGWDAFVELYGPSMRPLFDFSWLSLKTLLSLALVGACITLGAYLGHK
RGS7-Gao reg – modulates binding of RGS7 to human Galphao; P09471; Multiplexed bead flow cytometry; actives lie on both sides; binding response (% of control), % at 10 µM; 220,000 tested, 0.35% active; AID 1439; in the data active means binding response below about 49% or above about 150%; inconclusive means no clear call, values can overlap the other calls; inactive means in between;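 further: fluorescent Galphao held in activated GDP-AlF4 state binding bead-coupled RGS7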
Bim-Bcl-B – disrupts Bim peptide binding to human Bcl-B. bead-based flow cytometry. inhibition, % at 10 µM. 190,000 tested, 0.073% active. AID 951;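 further: 0% = tracer peptide without compound and 100% = reference inhibitor peptide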
Target sequence (Q9HD36 whole entry, looked up): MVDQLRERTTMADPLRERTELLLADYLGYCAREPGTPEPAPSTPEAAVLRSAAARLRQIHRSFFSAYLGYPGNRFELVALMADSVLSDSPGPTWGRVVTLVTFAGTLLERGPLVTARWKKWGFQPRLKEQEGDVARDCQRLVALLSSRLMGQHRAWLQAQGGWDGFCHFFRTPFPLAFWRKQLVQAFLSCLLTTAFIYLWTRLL
Starred values were filed as active, the others as inactive; ? = inconclusive; / = no result given. Unless noted, no stated cut-off is given here; in the data, active means inhibition above about 40%. An unsorted share of the library. About 2.7% of those tested had a hit in this group.

SMILES	RGS8-Gao reg	Mcl1 Noxa PPI	RGS4-Gao reg	Mcl1-Bid inh	Bim-Bfl-1	Mcl-1 Bim block	Bcl-W Bim block	Bim-Bcl-XL	Bim-Bcl-2	RGS7-Gao reg	Bim-Bcl-B
O=C(COc1ccc(Br)cc1)c1ccc2c(c1)CCCC2	97	-15	94	-10	-11	-2	1	0	-4	98	-8
Cc1ccc(CNC(=O)CCC2CCCN(Cc3cccc4ncccc34)C2)o1 (centres undefined)	99	6	98	-9	-5	0	-2	-2	-3	99	-1
Cc1cc(C)nc(-n2nc(C)cc2NC(=O)CN2CCCC2)n1	101	4	100	-36	-5	-1	-1	0	-1	?	-2
CCc1nc(N2CCCCC2)c2oc3ccccc3c2n1	102	3	98	-11	-9	3	2	-4	-5	99	-2
CCSc1nnc(NC(=O)c2cc(C)oc2C)s1	102	14	103	-6	-10	0	-2	-16	-7	101	-7
CCCCc1c(O)nc(SCC(=O)c2ccccc2)n(-c2ccccc2)c1=O	102	-2	107	1	/	/	/	/	/	?	/
COc1ccc(S(=O)(=O)Cc2ccc(C(=O)NCc3cccnc3)o2)cc1	102	-8	99	-15	-10	1	-1	-6	-6	103	-6
O=C(Cc1c(Cl)cccc1Cl)OCC(=O)N1CCc2ccccc2C1	101	6	102	78*	-14	-4	-4	-11	-12	100	-8
Cc1ccc(OCCCn2ccnc2)cc1C	102	0	103	-49	-5	0	0	0	0	98	-4
COCCN1C(=O)CS/C1=C(/C#N)C(=O)NCc1ccco1	99	12	96	-27	-4	-1	-2	-4	-4	98	-3
CCOC(=O)c1cnc(-n2nc(C)cc2C)nc1Oc1ccccc1F	103	15	105	-4	/	/	/	/	/	?	/
C=CCn1c(CCCOc2ccc(Cl)cc2Cl)n[nH]c1=S	96	20	96	-35	4	-10	-5	-12	-19	99	-27
COc1ccc(CCNC(=O)Cn2c(=O)cnc3ccccc32)cc1	100	10	102	-15	-11	0	-1	-4	-7	103	-3
Cc1nc(Cl)c(C(=O)NCc2ccccc2)c(C)c1Cl	100	1	106	-38	-7	-3	-3	-4	-4	109	-6
CC(C)N(Cc1ccccc1)C(=S)Nc1ccc(OC(F)F)cc1	71	14	92	-8	1	-4	-2	-4	0	93	-9
Cc1cc(C)nc(N(C#N)C(C)C(=O)N(C)C)n1 (centres undefined)	115	-1	104	-8	-1	-8	-4	-7	0	102	-4
CN1CCN(C(=O)C2CCCCC2C(=O)O)CC1 (centres undefined)	109	7	107	-19	-6	-6	-5	-4	-4	98	-5
CCOc1ccc(N2CC(C(=O)NCc3ccc(F)cc3)CC2=O)cc1 (centres undefined)	100	1	103	8	-15	-2	-3	-8	-11	100	-10
COC(=O)c1ccc(NS(=O)(=O)N(C)C)cc1	101	-1	101	-40	-15	-2	1	-2	-6	99	-8
CCCC(=O)C1=C(O)C(C(=O)OC)C(C)(C)CC1=Nc1ccc(C)cc1 (centres undefined)	103	-10	103	-25	-6	0	0	-2	-3	95	-4
Cc1c(NC(=O)c2cnn3c(C(F)(F)F)cc(-c4ccco4)nc23)c(=O)n(-c2ccccc2)n1C	103	24	106	-7	-1	-1	0	-2	-2	101	-2
Cc1cccc2sc(NC(=O)CN3C(=O)C4CC=CCC4C3=O)nc12 (centres undefined)	95	14	93	-30	-4	1	0	0	0	?	-1
O=P1(O)C=C(c2ccccc2)OC(c2ccccc2)=C1	100	16	99	-3	-7	1	-2	0	-12	102	-7
O=C(c1ccccn1)N1CCN(S(=O)(=O)c2ccc(F)cc2)CC1	101	1	101	-4	-7	-1	-2	0	0	98	-3
C(=N\Nc1ccccn1)/c1ccc2c(c1)OCCO2	102	5	99	-24	-3	0	-5	-4	-3	96	-4
COC(=O)NCC(C)OC(=O)Nc1cccc(Cl)c1 (centres undefined)	104	-1	104	2	-1	-1	-2	-1	-3	101	0
O=C(c1ccccc1-c1nc(-c2ccccc2)no1)N1CCCC1	100	15	99	7	-6	-3	-4	-6	-5	100	-8
CCOc1ccc(NC(=O)COC(=O)c2c(OC)cccc2OC)cc1	108	-4	104	-19	0	-2	0	-3	0	112	-2
O=C(CCCn1cc([N+](=O)[O-])cn1)NC1CCCCCC1	93	-4	100	1	1	1	-1	-1	2	99	0
COc1ccc(OC)c(-n2c(-c3ccc(S(C)(=O)=O)cc3)cc(C=O)c2C)c1	99	4	100	-15	12	8	5	10	9	101	3
COCCn1c(SCC(=O)c2ccc3c(c2)OCCO3)nnc1-c1ccoc1C	100	1	102	35	-11	-7	-2	-7	-6	102	-11
CCOc1cc(C)c(Cl)cc1S(=O)(=O)N(CC)CC	99	-2	96	-29	0	-1	0	1	0	95	0
Cn1c(N)c(C(=O)COC(=O)c2cc(C3CC3)nc3ccccc23)c(=O)n(C)c1=O	106	-9	105	5	0	0	-3	-4	-3	104	-4
Cc1ccc(S(=O)(=O)NC2=NCN(CCc3ccccc3)CN2)cc1	99	-2	99	-12	-20	-8	-6	-12	-7	100	-7
Cc1cccc(-c2c3c(=O)n(C)c(=O)n(C)c3cn2C(C)(C)C)c1	102	3	101	-85	0	0	-1	0	4	106	0
COc1ccccc1-c1c(C(F)(F)F)oc2cc(OCC(=O)Nc3cc(C)ccc3C)ccc2c1=O	102	1	99	-6	0	3	0	-1	-1	98	-2
CN1C(=O)CC(N2CCN(Cc3ccc(Cl)cc3)CC2)C1=O (centres undefined)	99	2	100	-9	-3	-1	0	0	-1	99	1
O=C(Nc1ccc([N+](=O)[O-])cc1)c1cc(-c2ccccn2)nc2c(Cl)cccc12	91	49	87	42	3	5	3	1	1	94	0
CC(C)N1C(=O)S/C(=C/c2ccc(Sc3nc4ccccc4[nH]3)o2)C1=O	102	32	104	-37	0	-1	-1	-3	0	104	-4
O=C(CSc1cccc(C(F)(F)F)c1)Nc1ccc(Cl)cc1Cl	100	-11	96	-3	-2	-2	-1	-1	-2	98	-3
C=CC[n+]1c(C)csc1Nc1cccc(Br)c1	101	10	101	-15	-1	0	0	0	0	?	-11
Cc1c(C(=O)N2CCCCC2)sc(NC(=O)C2CC2)c1C#N	100	9	97	-18	6	-1	1	-6	2	99	-2
Cc1c(NC(=O)c2ccc(N(Cc3ccccc3)S(C)(=O)=O)cc2)c(=O)n(-c2ccccc2)n1C	101	3	101	-35	-4	1	2	0	0	95	0
Cc1cc2c(OCC(O)CNC3CCCCC3)cccc2[nH]1 (centres undefined)	102	-6	105	-31	0	0	-1	-2	0	103	0
CCN(c1ccccc1)S(=O)(=O)c1ccc(OC)c(NC(=O)c2cccs2)c1	102	9	104	-9	0	0	1	3	-2	98	0
CCOC(=O)c1cc(CC)sc1N1C(=O)CC(Sc2ncccc2C(=O)O)C1=O (centres undefined)	99	23	100	-2	-13	-1	-3	-3	-3	?	-4
O=C(c1cc2c(s1)-c1ccccc1OC2)N1CCN(c2ccccn2)CC1	104	-21	102	-10	-8	2	0	1	-2	104	-6
O=S(=O)(NCc1ccccc1)c1ccc(S(=O)(=O)N(Cc2ccccn2)C2CCCC2)cc1	93	3	100	-2	1	-4	-6	-7	11	97	-10
COc1cc(NC(=O)CCNC(=O)Cn2cnc3ccccc3c2=O)cc(OC)c1OC	102	-9	108	-28	-5	-42	0	1	-8	104	-17
CCCC(=O)N1N=C(c2ccccc2)CC1c1cn(C)c2ccccc12 (centres undefined)	102	5	101	-11	-15	-4	-3	-6	-12	100	-9
CCCC(=O)Nc1nc(C)c(-c2csc(Nc3ccccc3OC)n2)s1	102	26	102	-13	-6	-3	4	-6	-4	100	-5
NC(=O)c1ccc(NC(=O)CSC2=Nc3ccccc3C3CC=NN23)cc1 (centres undefined)	101	22	103	-24	-2	-1	0	-1	1	105	0
CCOC(=O)C1=C(NC#N)OC(C)=C(C)C1c1ccc(O)cc1 (centres undefined)	100	4	104	-49	-7	0	6	1	-1	100	-6
CCOC(=O)c1c(CCl)nc2ccccc2c1-c1ccccc1	98	-6	102	-19	/	/	/	/	/	?	/
O=C(Cc1ccccc1)Nc1cccc(N2CCCC2)c1	102	27	96	-42	-9	-2	0	-6	-6	100	-4
CCOc1ccc(C(=O)Nc2c3c(nn2-c2ccc(C)cc2)CS(=O)C3)cc1OCC (centres undefined)	96	17	91	-14	-3	3	6	2	0	91	-4
COc1ccc(NS(=O)(=O)c2ccc(NC(=O)c3ccccc3)cc2)nn1	94	5	91	-10	-5	2	0	-1	-1	85	-2
CCN(C(=O)CSc1cc(C)c2cccc(C)c2n1)C1CCS(=O)(=O)C1 (centres undefined)	104	7	102	-30	-4	0	0	-3	-2	?	-3
COc1ccc(NCC(=O)N/N=C/C=C\c2ccccc2)cc1	90	13	95	-29	-8	-4	-7	-2	-3	92	-4
COC(=O)C1CCN(c2nc3ccccc3nc2C(C#N)C(=O)NCCc2ccccc2)CC1 (centres undefined)	104	12	105	-52	-3	-6	-5	-6	-3	104	-8

(cont.)
SMILES	RGS8-Gao reg	Mcl1 Noxa PPI	RGS4-Gao reg	Mcl1-Bid inh	Bim-Bfl-1	Mcl-1 Bim block	Bcl-W Bim block	Bim-Bcl-XL	Bim-Bcl-2	RGS7-Gao reg	Bim-Bcl-B
COc1c(O)ccc(C2NC(=O)NC(C)=C2C(=O)Nc2ccccc2C)c1[N+](=O)[O-] (centres undefined)	97	13	99	-28	-6	-1	-1	-3	-3	101	-7
Cn1c(NC(=O)CCc2ccccc2)cc(=O)n(C)c1=O	105	-3	104	-1	-9	3	0	0	-5	105	-3
CC(C)N(Cc1cc2ccccc2[nH]c1=O)C(=O)c1cccc([N+](=O)[O-])c1	101	-5	103	-11	/	/	/	/	/	?	/
Cc1nc(N2CCCCC2)c2sc(=S)n(C)c2n1	102	5	99	-29	-10	-1	0	-3	-10	97	-4
CCN(CC)C(=O)c1ccc(Oc2ccc([N+](=O)[O-])cc2Cl)cc1	100	24	100	14	7	-1	-2	0	1	99	4
Cc1cc(C)cc(C(=O)/C=C2\NC(=O)CS2)c1	99	6	99	-34	-10	0	1	0	-5	99	-3
Cc1cc(C(=O)NNC(=O)CCC2CCCCC2)c(C)o1	102	-8	102	-45	-11	-3	-2	-5	-7	106	-7
COc1cc(CCC(=O)Oc2ccc(C(C)=O)cc2)cc(OC)c1OC	108	23	102	-1	-1	2	-1	-1	3	103	-1
CC(C)(C(=O)O)n1cncn1	100	23	101	-4	-3	0	-2	-3	-2	?	-3

6 compounds drawn at random from the list so far:
SMILES	RGS8-Gao reg	Mcl1 Noxa PPI	RGS4-Gao reg	Mcl1-Bid inh	Bim-Bfl-1	Mcl-1 Bim block	Bcl-W Bim block	Bim-Bcl-XL	Bim-Bcl-2	RGS7-Gao reg	Bim-Bcl-B
COc1c(O)ccc(C2NC(=O)NC(C)=C2C(=O)Nc2ccccc2C)c1[N+](=O)[O-] (centres undefined)	97	13	99	-28	-6	-1	-1	-3	-3	101	-7
Cc1cc(C)cc(C(=O)/C=C2\NC(=O)CS2)c1	99	6	99	-34	-10	0	1	0	-5	99	-3
Cc1cc(C(=O)NNC(=O)CCC2CCCCC2)c(C)o1	102	-8	102	-45	-11	-3	-2	-5	-7	106	-7
CC(C)N(Cc1cc2ccccc2[nH]c1=O)C(=O)c1cccc([N+](=O)[O-])c1	101	-5	103	-11	/	/	/	/	/	?	/
COc1cc(CCC(=O)Oc2ccc(C(C)=O)cc2)cc(OC)c1OC	108	23	102	-1	-1	2	-1	-1	3	103	-1
Cc1nc(N2CCCCC2)c2sc(=S)n(C)c2n1	102	5	99	-29	-10	-1	0	-3	-10	97	-4
